# IP6K1 inh = Primary qHTS assay for small molecule inhibitors of Inositol hexaphosphate kinase 1 (IP6K1) | IP6K1 kinase, ADP-Glo luminescence, 2 h; hits give low values | activity change, % (series mostly up to about 58 µM) | 140,000 tested, 0.81% active; in the data active = activity change below about -25%
#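 ADP-Glo luminescence measures ADP made by human IP6K1 during a 2 h RT reaction with ATP/IP6 (mix at 1.3 mM/130 uM); top library doses 57.5 and 19.1 uM final.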
# HEK293 viab = GF-AFC viability counterscreen for inhibitors of alpha-synuclein gene (SNCA) expression | HEK-293-SNCA-luc viability, GF-AFC fluorescence, 24 h | Potency, µM (doses to about 57.1 µM), inactives show at the top dose activity change, negative = cytotoxicity, most hits filed as cytotoxic | 150,000 tested, 0.12% active | AID 1671193, 2021;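 note: potency is the fitted concentration of half-maximal effect; 0% = DMSO-treated cells and -100% = medium-only wells without cells; nearly all actives have a fitted effect of over 30% in size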
#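 Cytotoxicity counterscreen: after 24 h compound treatment of genome-edited SNCA-luciferase HEK-293 cells, live-cell protease substrate GF-AFC read by fluorescence after 30 min; activity scaled between DMSO (0%) and medium-only (-100%), curves Hill-fitted.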
# NIH3T3 tox = Cytotoxic Profiling in NIH 3T3 Cell Line of Diverse Libraries Using Quantitative High-Throughput Screening; Potency, µM (top dose mostly 96.7 µM), for the others: at the highest dose activity change, negative = cytotoxicity, most hits filed as inhibitors; AID 1345082, 2018; NIH 3T3 viability, CellTiter-Glo ATP luminescence, 48-72 h; 94,000 tested, 4.3% active; note: potency is the fitted concentration of half-maximal effect; nearly all actives have a fitted effect of over 55% in size
#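 Cells were seeded at 400 per well, treated with pin-transferred compound, and kept 48 or 72 hr at 37 °C before CellTiter-Glo addition and luminescence imaging of cellular ATP.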
# SNCA expr inh = Primary qHTS assay for inhibitors of alpha-synuclein gene (SNCA) expression; AID 1671194, 2021; Potency, µM (highest dose often 57.2 µM), for the others: at the top dose activity change, negative = inhibition, hits mostly inhibitors; 140,000 tested, 0.17% active; HEK-293 SNCA-luciferase knock-in, luminescence, 24 h;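 note: potency is the fitted concentration of half-maximal effect; plate controls were DMSO cells for no effect and cell-free wells for full effect; nearly all actives have a fitted effect of over 45% in size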
# GPT2 inh = Primary qHTS assay for inhibitors of Glutamate pyruvate transaminase 2 (GPT2); Potency, µM (doses to about 57.7 µM), for the others: top-dose activity change, negative = inhibition, most hits filed as inhibitors; 100,000 tested, 0.25% active; Recombinant GPT2, coupled pyruvate oxidase/HRP Amplex Red fluorescence; note: potency is the fitted concentration of half-maximal effect; nearly all actives have a fitted effect of over 60% in size; many of its hits are not listed in these tables
# Target sequence (Q8TD30 whole entry, looked up): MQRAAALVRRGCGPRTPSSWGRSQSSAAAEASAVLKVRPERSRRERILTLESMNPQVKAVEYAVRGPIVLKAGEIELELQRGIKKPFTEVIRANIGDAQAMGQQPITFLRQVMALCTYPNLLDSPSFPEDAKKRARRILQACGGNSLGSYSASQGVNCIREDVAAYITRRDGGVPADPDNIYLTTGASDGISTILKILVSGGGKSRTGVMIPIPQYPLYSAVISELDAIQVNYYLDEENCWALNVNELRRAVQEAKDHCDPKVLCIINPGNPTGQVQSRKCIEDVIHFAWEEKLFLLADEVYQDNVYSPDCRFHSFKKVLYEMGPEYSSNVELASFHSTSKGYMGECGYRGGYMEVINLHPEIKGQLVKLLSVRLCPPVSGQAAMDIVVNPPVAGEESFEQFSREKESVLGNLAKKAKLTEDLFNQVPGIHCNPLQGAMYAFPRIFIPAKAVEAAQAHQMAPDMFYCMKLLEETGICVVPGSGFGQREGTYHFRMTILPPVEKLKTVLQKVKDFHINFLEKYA
#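 Fluorescence read-out: pyruvate from GPT2 turnover coupled to pyruvate oxidase, HRP and Amplex Red (0.2mM ThPP, 0.2U/mL PO and HRP, 50uM Amplex final). Substrates 250uM a-KG, 2mM L-alanine; enzyme 10ng/uL; 30 min RT.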
# HEK293 tox = Cytotoxic Profiling in HEK 293 Cell Line of Diverse Libraries Using Quantitative High-Throughput Screening; HEK 293 viability, ATP luminescence (CellTiter-Glo), 48-72 h; Potency, µM (doses to about 115 µM), inactives show at the highest dose activity change, negative = cytotoxicity, usual class: inhibitors; 94,000 tested, 6.6% active; AID 1345083, 2018; note: potency is the fitted concentration of half-maximal effect; nearly all actives have a fitted effect of over 60% in size
#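 HEK 293 cells at 250 cells/well were exposed to compounds by pintool transfer for 48 or 72 hr at 37 degree Celsius, 5% CO2. Viability was read as ATP-coupled luminescence with CellTiter-Glo after 10 min at room temperature.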
# FLuc inh = Firefly luciferase inhibition profiling of diverse chemical library using quantitative high-throughput screening. purified P. pyralis luciferase, luminescence, biochemical. 76,000 tested, 2.5% active. AID 1347043, 2019. Potency, µM (doses to about 115 µM), inactives show at the highest dose activity change, negative = inhibition, actives largely listed as inhibitors; note: potency is the fitted concentration of half-maximal effect; nearly all actives have a fitted effect of over 65% in size
# Target sequence (P08659 whole entry, looked up): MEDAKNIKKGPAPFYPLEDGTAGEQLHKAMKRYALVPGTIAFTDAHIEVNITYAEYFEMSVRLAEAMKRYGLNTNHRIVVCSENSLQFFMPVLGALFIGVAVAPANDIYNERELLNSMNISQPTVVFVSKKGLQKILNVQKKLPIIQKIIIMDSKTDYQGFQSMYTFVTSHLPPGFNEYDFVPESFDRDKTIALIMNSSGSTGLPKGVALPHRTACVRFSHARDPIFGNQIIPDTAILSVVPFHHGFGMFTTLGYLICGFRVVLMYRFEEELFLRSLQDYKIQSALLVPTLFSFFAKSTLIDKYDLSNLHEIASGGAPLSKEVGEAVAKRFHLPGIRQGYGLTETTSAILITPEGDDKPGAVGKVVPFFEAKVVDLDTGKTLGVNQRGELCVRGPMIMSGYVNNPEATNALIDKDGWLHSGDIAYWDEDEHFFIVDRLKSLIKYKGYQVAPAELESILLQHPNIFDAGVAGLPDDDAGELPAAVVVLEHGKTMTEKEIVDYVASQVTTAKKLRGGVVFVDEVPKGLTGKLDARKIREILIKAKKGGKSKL
#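 FLuc 10nM, D-luciferin 10uM, ATP 10uM, Mg acetate 10mM, Tris acetate pH 7.5, Tween/BSA; cpd qHTS; enzyme added last; CCD luminescence.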
# * = called active by the depositor; i = inactive; u = inconclusive; x = not tested or not shown; [ ] = another dose, or the depositor's remark. Unless noted, calls come from the whole dose curve; as a rule, active = well fitted curve in the direction sought with a large enough effect; inconclusive = small, poorly fitted or top-dose-only effect, or another doubt; inactive = no such curve, though single readings can be large; an effect the other way counts as inactive or inconclusive. Unless noted, % is set by controls: 0 for no effect and ±100 for the full control effect. Rows are unselected (roughly 7.7% active in at least one column).
SMILES,IP6K1 inh,HEK293 viab,NIH3T3 tox,SNCA expr inh,GPT2 inh,HEK293 tox,FLuc inh
O=C(CCc1nnn2c1CN(C(=O)Nc1ccccc1)CC2)N1CCOCC1,-8,3%,-17%,-7%,4%,-6%,1%
COc1cccc(-c2cn3c(n2)sc2cc(C(=O)NCCc4ccccc4)ccc23)c1,-17,-4%,x,158%[activator],x,x,x
Cc1cn2nc(C(=O)N3CCC(NC(=O)c4cccc(C#N)c4)CC3)cc2c(=O)[nH]1,-1,-5%,-11%,4%,i,0%,-9%
CS(=O)(=O)N1CCCC(C(=O)NCCN2CCc3ccccc3C2)CCNC(=O)CC1 (centres undefined),2,-19%,2%,u,i,i,-7%
Cc1nc(-c2ccc(Cl)cc2)sc1CCNC(=O)C(=O)Nc1ccc2c(c1)OCO2,-3,-2%,x,4%,x,x,x
COc1ccc(-c2noc(C(=O)NC3CCC3)c2[C@H](C)O)cc1,-12,4%[87.6 µM],u,106%[activator][87.6 µM],i,-28%[172 µM],u
Cc1cc(CNC(=O)[C@@H]2CCC[C@@H](NC3CCC3)CN(C)C(=O)C2)no1,6,1%[87.6 µM],-17%[174 µM],-10%[87.6 µM],0%[88.5 µM],-1%[172 µM],-6%[172 µM]
COc1ccc(NC(=O)CSc2nc3ccccc3nc2N2CCOCC2)c(OC)c1,-10,u,x,40%,x,x,x
CC(C)c1ccc(S(=O)(=O)N2CCN(Cc3cccc(F)c3)CC2)cc1,-8,-3%,x,u,x,x,x
CCc1ccc(NC(=O)C2CCN(C(=O)c3ncn4c3COC(c3ccccc3)C4)CC2)cc1 (centres undefined),-3,-9%,-27%,14%,3%,u,5µM*
CC(C)C[C@H](CO)Nc1nc(S[C@@H](C)c2ccccc2)nc2nc(N)sc12,-9,-11%,x,x,2%,x,x
COCCOc1ncccc1-c1noc([C@@H]2CCCN2Cc2ccc(OC)cc2)n1,4,-15%[87.6 µM],-15%[174 µM],-25%[87.6 µM],1%[88.5 µM],100µM*,-3%[172 µM]
Cc1ccc(S(=O)(=O)NCC(c2ccc(N(C)C)cc2)N2CCc3ccccc32)cc1 (centres undefined),-3,1%,x,-15%,x,x,x
COCCN1C(=O)c2ccccc2C(C(=O)NC2CC2)C12CCCCC2 (centres undefined),13,-13%,-21%,21%,i,-8%,0%
COC1CN(c2cccc(F)c2)C12CCN(C(=O)c1ccc3ccccc3n1)CC2 (centres undefined),-3,-13%,u,13%,-19%,u,-12%
Cc1oc2c(c1C(=O)N(C)C)CN(C(=O)CCc1ccccc1)CC2,2,3%,-12%,1%,1%,-5%,-3%
O=C(NC[C@@H]1C[C@H](F)CN1)c1ccc(-c2cn(-c3ccccc3)cn2)cc1,1,1%,u,180%[activator],2%,-24%,-20%
CCOc1ccc(C(=O)c2cn(CC(=O)Nc3ccc(OC)cc3)c3cc4c(cc3c2=O)OCCO4)cc1,-2,-7%,x,9%,x,x,x
CC(=O)Nc1c(I)c(NC(C)=O)c(I)c(C(=O)O)c1I,4,62%[23.9 µM],x,17%[25.6 µM],i,x,x
CC1(COc2ccc3[nH]ccc3c2)COc2ccc(C(=O)Nc3cccnc3)cc2N1 (centres undefined),-21,-10%[87.6 µM],89µM*,-28%[87.6 µM],i,100µM*,-9%[172 µM]
COc1ccc(C2(O)c3ccccc3NC(=O)C2O)cc1 (centres undefined),3,-3%,x,x,i,x,x
CC(C)C1=NOC(C(=O)N2CCn3nc(C(=O)NCc4ccccn4)cc3C2)C1 (centres undefined),34,-3%,4%,u,-1%,i,1%
CCC(CC)C(=O)Nc1ccc2nc(SCC(=O)N3CCOCC3)sc2c1,9,-3%,x,-4%,x,x,x
COCCN1CC(CO)C2(CCN(Cc3sccc3C)CC2)C1 (centres undefined),31,4%[12.5 µM],-28%,u,-13%,u,6%
Cc1ccc(Sc2c(C)nn(C(=O)COc3ccccc3Br)c2C)cc1,-17,1%,x,19%,x,x,x
SMILES,IP6K1 inh,HEK293 viab,NIH3T3 tox,SNCA expr inh,GPT2 inh,HEK293 tox,FLuc inh
Cc1ccc(-c2nnc(C3CN(C(=O)c4ccco4)CC34CCOCC4)o2)cc1 (centres undefined),4,-11%,-13%,-3%,-9%,-11%,-1%
Cc1cccc(C(=O)N2C[C@@H](Oc3cccnc3)C[C@H]2C(=O)N2CCOCC2)c1,5,3%,i,47%[activator],-4%,i,7%
COc1ccccc1Nc1nn2c(=O)c3ccc(C(=O)NCc4ccc(F)cc4)cc3nc2s1,-6,-14%,x,-14%,x,x,x
CCCCCn1c(=O)[nH]c2cc(C(=O)Nc3cc(OC)cc(OC)c3)ccc2c1=O,6,-4%,x,-7%,x,x,x
Cc1ccc(S(=O)(=O)Nc2ccc3c(c2)c(C(=O)OC(C)C)c(C)n3S(=O)(=O)c2ccc(C)cc2)cc1,-1,10%,x,-24%,x,x,x
CNC(=O)c1cc(C2CC2)nc2onc(C3CCCN(C(=O)c4ccccc4C)C3)c12 (centres undefined),-12,x,-13%,x,x,5%,x
COc1ccc(Cn2c(C3CCN(C(=O)c4ccccc4F)CC3)n[nH]c2=O)cc1,0,7%,-1%,u,3%,3%,5%
CC(C)(C)n1nnnc1C1CC2(CCOCC2)C(=O)N1Cc1ccc(F)cc1Cl (centres undefined),11,-5%,-4%,9%,i,0%,-11%
CN[C@@H](CC(C)C)C(=O)N[C@H]1CCN2C(=O)c3cc(-c4ccc(OC)cc4OC)ccc3NC(=O)[C@@H]2C1,-2,1%,u,u,i,u,-26%
Cn1cccc1C(=O)N1C[C@@H](COc2ccccc2)[C@H](C(N)=O)C1,0,2%,u,-4%,i,-9%,7%
Cc1ccc(C)c(Cn2cc(CCC(=O)NC3CCCCC3)c3ccccc32)c1,41,5%,x,-9%,x,x,x
CCCCNc1ncc(C(=O)O)c(C)n1,1,-3%,3%,5%,i,-6%,8%
O=C(Nc1ccc(-c2nnc3n2CCCC3)cc1)C1CCC1,-1,1%,3%,33%[activator],i,-4%,-16%
Cc1nc(-c2nc3c([nH]2)CCCNC3=O)cc(=O)[nH]1,-8,4%,4%,-18%,4%,-21%,-3%
COC(=O)[C@@H]1Cc2ncn(C(C)C)c2CN1S(=O)(=O)c1cccc(C(F)(F)F)c1,19,7%[87.6 µM],u,-22%[87.6 µM],u,-24%[172 µM],-3%[172 µM]
O=C(Cc1ccc(OC(F)(F)F)cc1)N1CC2CC(C1)[C@H]1CCCC(=O)N1C2 (some centres undefined),-2,-9%,-24%,-19%,i,-21%,0%
Cc1nnsc1C(=O)N[C@H]1CCN(C(=O)c2cccn2C)[C@H](C(=O)N[C@H](Cc2ccccc2)C(N)=O)C1,9,-1%,-4%,2%,i,4%,-5%
COc1ccc2nc(SCc3ncc(C)c(OC)c3C)[nH]c2c1,15,-23%[23.9 µM],x,25%[25.6 µM],-17%,x,x
CCC1CN(C(=O)N2CCC(C(=O)NCCc3ccccc3C)CC2)c2ccccc2O1 (centres undefined),0,-7%,x,-4%,x,x,x
CCc1ccccc1NC(=O)N1CCCC(Cn2cnc3cccnc32)C1 (centres undefined),-10,8%,-21%,30%,-2%,-19%,3%
CCC(=O)N1CCC(N2CC(OC)C23CCOCC3)CC1 (centres undefined),-4,-1%,-3%,5%,u,-10%,-9%
O=C(O)c1ccc(NCc2nc3c(n2Cc2ccccc2)C(=O)N(Cc2cccc(Cl)c2)CCN3)cc1,-8,-17%,u,u,0%,u,-6%
CCOC(=O)C1CCN(CCC(=O)Nc2ccccc2OC)CC1,-12,-5%,x,-19%,x,x,x
C[S+](=O)([O-])N1CCN(C(=O)c2nc3cccnc3n(CCc3ccccc3)c2=O)CC1,7,10%,-9%,4%,i,4%,x
COCCNC(=O)CCC[C@@H]1[C@H]2CCCN3CCC[C@@H](CN1C(=O)c1ccccc1)[C@@H]23,13,2%,5%,-15%,i,7%,5%
SMILES,IP6K1 inh,HEK293 viab,NIH3T3 tox,SNCA expr inh,GPT2 inh,HEK293 tox,FLuc inh
Cc1ccc(C)c(NC(=O)CSc2nc3ccccc3nc2N2CCOCC2)c1,-9,8%,x,-4%,x,x,x
C[S+](=O)([O-])NC1CCN(Cc2cccc(-c3cccs3)c2)CC1,2,5%[12.5 µM],u,8%,4%,u,x
COc1cccc(C(=O)N2CCc3[nH]nc(C(=O)NCCCc4ccccc4)c3C2)c1,-22,13%,32µM*,10%,i,u,-5%
O=C(NCc1ccccc1F)c1ccc2c(c1)CN(Cc1cccnc1Cl)CCO2,7,-8%,u,26%,-5%,u,x
O=C(Cc1ccccc1Cl)N[C@H]1CCOC[C@H]1C1CCOCC1,11,2%,5%,3%,i,-4%,1%
CCOc1ccc(CCNC(=O)CN(c2ccc(C)cc2)S(=O)(=O)N(C)C)cc1OCC,-11,-3%,x,-2%,x,x,x
Cc1cc(Cl)ccc1NC(=O)C1CCN(C(=O)c2ncn3c2COC(c2ccc(F)cc2)C3)CC1 (centres undefined),4,5%,-7%,-6%,i,u,u
CCOc1cc(=O)n2c(c1C(=O)Nc1ccc(C)c(F)c1)CCCC2,0,1%,-9%,6%,i,-2%,-2%
C[C@@H]1CN(C(=O)Cc2cc(F)cc(Cl)c2)CC[C@]1(C)O,-2,-3%,-9%,7%,u,-24%,-3%
CNC(=O)C1CCN(C(=O)N2CC(C)Oc3ccc(C)cc32)CC1 (centres undefined),7,2%,x,-18%,x,x,x
CCN1CCN(c2ccc(C(=O)NCCCn3ccnc3C(C)C)cn2)CC1,27,-16%,-1%,-10%,-11%,2%,0%

# A draw from above in order of number of heavy atoms, smallest number first:
SMILES,IP6K1 inh,HEK293 viab,NIH3T3 tox,SNCA expr inh,GPT2 inh,HEK293 tox,FLuc inh
O=C(Cc1ccccc1Cl)N[C@H]1CCOC[C@H]1C1CCOCC1,11,2%,5%,3%,i,-4%,1%
CNC(=O)C1CCN(C(=O)N2CC(C)Oc3ccc(C)cc32)CC1 (centres undefined),7,2%,x,-18%,x,x,x
CCOc1cc(=O)n2c(c1C(=O)Nc1ccc(C)c(F)c1)CCCC2,0,1%,-9%,6%,i,-2%,-2%
COc1cccc(C(=O)N2CCc3[nH]nc(C(=O)NCCCc4ccccc4)c3C2)c1,-22,13%,32µM*,10%,i,u,-5%
CCOc1ccc(CCNC(=O)CN(c2ccc(C)cc2)S(=O)(=O)N(C)C)cc1OCC,-11,-3%,x,-2%,x,x,x

# Screening data from PubChem BioAssay.
